14-3-3 Bad PPI – disrupts binding of bovine 14-3-3 zeta to phospho-Bad peptide. TR-FRET 14-3-3zeta/Dy647-pBad peptide displacement, 1 h. inhibition, % at 21.7 µM. 220,000 compounds, 0.71% hits;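 active = inhibition above about 70%, limit read from the data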;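 note: 0% = full 14-3-3 plus peptide FRET controls and 100% = background without 14-3-3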
Thrombin inh – thrombin (human) inhibition | alpha-thrombin, Boc-VPR-AMC fluorogenic substrate cleavage | inhibition, % at 5 µM | AID 1046 | P00734 | 220,000 compounds, 0.26% hits;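 active = inhibition at or above 40%; inactive = inhibition below 40%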;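 note: 0% = enzyme with no compound and 100% = wells without enzyme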
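signal = AMC fluorescence, 355/460 nm | material = human alpha-thrombin enzyme | control set = enzyme without compound as high, wells lacking enzyme as low | times = reaction at room temperature | read-out basis = percent inhibition scaled between no-compound controls and no-enzyme blanks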
eIF4E-4G inh – eIF4E/eIF4G interaction inhibition in translation initiation; inhibition, % at 21.7 µM; 220,000 compounds, 0.37% hits; TR-FRET eIF4E-eIF4GI(517-606) binding, 2 h; P63073+Q04637;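 note: 0% = full FRET control wells and 100% = background wells lacking eIF4GI fragment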
Rad51 HR inh – Rad51 (human) homologous recombination inhibition | hRad51 DNA strand exchange, fluorescence dequenching | inhibition, % at 10 µM | 200,000 compounds, 0.085% hits;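 active = inhibition above 40% at the single screening dose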;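 note: 0% = DMSO control wells and 100% = blanks with heterologous ssDNA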
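Read-out basis: percent inhibition relative to plate controls and blanks / Assay system: human Rad51 nucleoprotein filaments preassembled on unlabelled ssDNA / Timing: filaments 15 min 37 °C, then compound 30 min / Control set: per-plate controls and blanks / Technique: fluorescence dequenching at 485/520 nm / Compound: 10 µM final, single point / Also added: Fluorescein- and BHQ1-tagged 47-mer duplex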
p47phox inh – blocks human p47phox regulatory protein of NADPH oxidases; AID 1274; 220,000 compounds, 0.53% hits; inhibition, % at 24.7 µM; p47phox/p22phox peptide binding, fluorescence polarization, 2 h;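 note: 0% = p47phox with labelled peptide and 100% = labelled peptide alone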
EBV gp42 inh – inhibitors of Epstein-Barr virus glycoprotein 42; Fluorescence polarization binding assay, mP read-out; inhibition, % (tested at 21.74 µM); 220,000 compounds, 0.42% hits; AID 1085; in the data active = inhibition above about 50%
Target sequence (Q1HVG2 whole entry, looked up): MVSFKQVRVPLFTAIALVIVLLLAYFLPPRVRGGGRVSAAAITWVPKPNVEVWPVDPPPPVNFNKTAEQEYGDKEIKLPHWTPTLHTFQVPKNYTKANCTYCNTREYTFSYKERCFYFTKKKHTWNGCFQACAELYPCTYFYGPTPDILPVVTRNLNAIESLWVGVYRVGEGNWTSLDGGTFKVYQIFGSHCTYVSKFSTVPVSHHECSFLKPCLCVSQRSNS
Furin inh – blocks human furin protease activity | P09958 | purified furin, fluorogenic substrate cleavage | inhibition, % at 30 µM | 220,000 compounds, 0.061% hits | AID 463115; in the data active = inhibition above about 25%; note: inactives centre near -15
Target sequence (P09958 108-714 limits assumed): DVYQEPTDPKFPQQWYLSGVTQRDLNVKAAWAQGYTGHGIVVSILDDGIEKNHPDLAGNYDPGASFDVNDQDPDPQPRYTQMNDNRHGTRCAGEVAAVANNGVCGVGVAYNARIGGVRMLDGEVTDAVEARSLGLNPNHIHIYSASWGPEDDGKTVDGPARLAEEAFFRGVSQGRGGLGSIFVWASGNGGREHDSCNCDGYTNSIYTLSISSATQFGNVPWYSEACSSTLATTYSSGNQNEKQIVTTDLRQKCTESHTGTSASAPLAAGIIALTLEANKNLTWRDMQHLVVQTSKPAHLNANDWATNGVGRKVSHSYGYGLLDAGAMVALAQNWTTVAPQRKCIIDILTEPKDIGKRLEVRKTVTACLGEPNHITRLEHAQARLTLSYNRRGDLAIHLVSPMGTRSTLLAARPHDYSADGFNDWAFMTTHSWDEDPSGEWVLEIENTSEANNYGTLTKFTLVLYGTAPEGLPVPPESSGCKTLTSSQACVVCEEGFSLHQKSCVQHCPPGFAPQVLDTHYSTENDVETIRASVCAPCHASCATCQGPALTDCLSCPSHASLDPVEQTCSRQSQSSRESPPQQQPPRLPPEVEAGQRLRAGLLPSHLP
hK5 inh – inhibitors of human kallikrein 5. recombinant hK5, fluorogenic AMC substrate cleavage. inhibition, % at 5 µM. Q9Y337. AID 873. 210,000 compounds, 0.59% hits;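 active = inhibition of 40% or more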;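 note: 0% = enzyme controls without compound and 100% = no-enzyme blanks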
Target sequence (Q9Y337 67-293 limits assumed): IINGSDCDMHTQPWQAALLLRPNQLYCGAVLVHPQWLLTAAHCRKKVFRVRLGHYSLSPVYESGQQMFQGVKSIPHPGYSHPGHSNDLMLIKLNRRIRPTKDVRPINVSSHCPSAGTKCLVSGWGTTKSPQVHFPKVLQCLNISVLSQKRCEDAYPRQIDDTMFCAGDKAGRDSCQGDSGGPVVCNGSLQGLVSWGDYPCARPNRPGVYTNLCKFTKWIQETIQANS
KCC2 mod – modulators of human KCC2 chloride dependent transport; Q9H2X9; AID 1456; KCC2 cells, thallium flux FluoZin-2 fluorescence; 190,000 compounds, 2.2% hits; B-score of Tl+ flux slope (higher = more flux/activation; lower = inhibition) at 10 µM;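 active = thallium flux slope and its plate-corrected score both differing from the plate sample mean at a set confidence after two filtering rounds, in either direction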;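 note: slope of fluorescence scaled to starting intensity during 10 to 20 s after thallium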
* = called active by the depositor; . = not tested or not shown; & = joins results of further samples; [ ] = dose if it differs, or a comment.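 Rule for the calls, unless noted: active = inhibition above about 30% (limit read from the data); inactive = the rest.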

SMILES | 14-3-3 Bad PPI | Thrombin inh | eIF4E-4G inh | Rad51 HR inh | p47phox inh | EBV gp42 inh | Furin inh | hK5 inh | KCC2 mod
O=S(=O)(c1ccccc1)N1CN(Cc2ccc(F)cc2)c2nc3ccccc3nc21 | 4 | 0 | -2 | 7 | -13 | 5 | -14 | 1 | -1.2
COc1ccc(-c2nnc(SCc3nnc(-c4ccccc4)o3)n2-c2ccccc2)cc1 | 19 | -1 | 1 | -1 | -20 | -26 | -24 | -17 | -1
CCOC(=O)c1c(NC(=O)Cn2cnc3sc(C)c(-c4ccccc4)c3c2=O)sc(C)c1C | 0 | 2 | -1 | . | -66 | -17 | -31 | -5 | 0.18
Brc1ccc(-c2nnc3sc(CNC4CCCC4)cn23)cc1 | 9[fluorescence artefact?] | 1 | -1[fluorescence artefact?] | -3 | -3 | 10 | -16 | -8 | -0.089
CC(OC(=O)c1ccc(NS(=O)(=O)c2cccs2)cc1)C(=O)N(C)C1CCCCC1 (stereo unspecified) | 4[fluorescence artefact?] | -8 | 3 | 2 | 3 | -1 | -4 | 1 | -0.027
CCCCNC(=O)c1cn(CC)c2cc(N3CCN(C)CC3)c(F)cc2c1=O | 9 | -3 | -14 | 10 | 7 | -17 | -33 | -1 | -1.2
Nc1cc(=O)[nH]c(SCC(=O)Nc2ccccc2-c2ccccc2)n1 | -17 | 1 | -3 | 3 | -12 | -16 | -28 | -11 | -0.13
CC(C)On1c(SC(C)C)nc2ccccc2c1=O | 2 | -3 | 1 | 7 | -6 | 0 | -10[20 µM] | 3 | 0.089
CC1(C)CC(=O)C(C(c2cccnc2)C2C(=O)CC(C)(C)CC2=O)C(=O)C1 | -8 | 4 | -7[fluorescence artefact?] | -2 | -6 | -20 | -31 | -26 | 0.6
Cn1sc(NC(=O)c2ccc(Cl)cc2)nc1=O | 50[fluorescence artefact?] | 5 | 6 | 0 | 3 | -18 | -1[20 µM] | -7 | .
CCc1ccc2[nH]c3nc(SCc4nnc(-c5ccccc5)o4)nnc3c2c1 | 12 | -1 | -15 | 5 | 3 | -20 | -28 | 2 | 0.26
CCC(C)NS(=O)(=O)c1ccc(F)c(C(=O)Nc2c(F)cc(F)cc2Br)c1 (stereo unspecified) | -7 | -7 | 1 | -110 | -6 | -11 | -18 | -2 | -0.58
O=C(c1ccco1)N1CCn2cccc2C1c1ccccc1 (stereo unspecified) | -7 | -19 | 3 | -16 | -3 | -8 | -17 | -5 | -0.058
Cc1ccc(-n2c(C)nnc2SCC(=O)N2CCc3ccccc3C2)cc1C | 3[fluorescence artefact?] | 4 | 4[fluorescence artefact?] | 2 | -3 | -16 | -14[20 µM] | -17 | -0.55
COc1ccc(-c2csc(NC(=O)c3ccoc3C)n2)cc1 | -4 | 2 | 8 | 2 | -94 | -22 | -27 | -20 | 0.81
COc1cc(SC)ccc1C(=O)N1CCCCCC1 | 7[fluorescence artefact?] | -1 | -3[fluorescence artefact?] | -11 | -8 | -14 | -18 | -19 | -0.048
Cc1ccc(SCCNC(=O)c2ccc(C)c([N+](=O)[O-])c2)cc1 | -12 | -1 | 3 | 6 | -13 | 4 | -18 | -11 | .
CCCN(CCC)C(=O)/C=C/c1cccc([N+](=O)[O-])c1 | -6 | -7 | -11 | . | -4 | 4 | -14 | -2 | 0.69
CCOc1cccc(-c2nnc3sc(-c4cccs4)nn23)c1 | -7 | 5 | 1 | 7 | -10 | -13 | -19 | -5 | 0.21
CCCCCCC1CC(=O)NC(=O)N1 (stereo unspecified) | 1 | -5 | -1 | 6 | -13 | -6 | -21 | 8 | 0.24
COc1ccccc1NS(=O)(=O)c1ccc(/C=C/C(=O)O)cc1 | 0 | -7 | 5 | -3 | -1 | -4 | -11 | -4 | -0.52
O=C(c1n[nH]c2ccccc12)N1CCN(c2ccc(F)cc2)CC1 | -12 | -4 | -1 | 5 | -2 | 0 | -18 | -3 | 0.82
Cc1nc(Sc2ccccc2)c(C#N)cc1-c1ccccc1 | 7 | -2 | 1 | -15 | -44 | -18 | -10[20 µM] | -15 | 0.058
CC(C)Oc1ccc(C(=O)Nc2ccc(N3CCCC3)cc2)cc1 | 13[fluorescence artefact?] | -6 | 9[fluorescence artefact?] | 2 | 34* | -12 | -13 | -11 | 0.49
O=C(c1nsc(Cl)c1Cl)N1CCCCC1 | -3 | 6 | 4 | -3 | -5 | -10 | 6 | -4 | .
SMILES | 14-3-3 Bad PPI | Thrombin inh | eIF4E-4G inh | Rad51 HR inh | p47phox inh | EBV gp42 inh | Furin inh | hK5 inh | KCC2 mod
C/C(=N\NC(=S)NCCc1ccccc1)c1ccc(C#N)cc1 | -15 | -1 | 2 | 0 | -15 | -6 | -8[20 µM] | -4 | 0.51
COc1ccc(-c2ccc(OC)cc2)cc1 | -5 | -3 | -5 | -6 | -4 | 3 | -13[20 µM] | -6 | 0.42
CC(Oc1ccc(NC(=O)c2ccco2)cc1)C(=O)N1c2ccccc2CC1C (stereo unspecified) | 10 | -9 | -8 | -4 | -6 | -19 | -10 | -14 | -1.3
Cc1cccc(C)c1Nc1nc2ccccc2o1 | 4 | -2 | 0 | -2 | -10 | 19 | -17 | -7 | -2.7
O=C(COc1ccc(S(=O)(=O)NCCc2ccccc2)cc1)N1CCCC1 | 2 | -5 | 1 | 5 | -7 | -18 | -8[20 µM] | -7 | -0.8
S=C1NC2(CCCCC2)N=C1c1ccccc1 | -11[fluorescence artefact?] | -6 | -4 | -21 | -13 | -18 | -19 | -14 | 4.7*
CC(C)(C)OC(=O)COc1cc(O)c2c(=O)cc(-c3ccccc3)oc2c1 | 34 | -8 | 0 | 7 | -7 | -20 | -7 | -1 | -0.68
O=S1(=O)c2ccccc2N=NN1Cc1cc(Cl)cc(Cl)c1 | -2 | 0 | 1 | 2 | -3 | 3 | -14[20 µM] | -26 | 1.2
NC(=O)NNc1ncc(C(F)(F)F)cc1Cl | -4 | -12 | -6 | 4 | 2 | -3 | -24 | -7 | 1.5
O=C(CSc1nc2c(c(=O)n1-c1ccc(F)cc1)SCC2)N1CCCC1 | -8 | 1 | 8 | 9 | -9 | -18 | -11 | -2 | .
O=C(Nc1c2ccccc2nc2ccccc12)C(Cl)(Cl)Cl | 80*[fluorescence artefact?] | -8 | -4[fluorescence artefact?] | -4 | 17 | 8 | -28[20 µM] | -184 | .
CC1Cc2ccccc2N1C(=O)CSc1nnnn1C (stereo unspecified) | -1 | 4 | -8[fluorescence artefact?] | 5 | -15 | -24 | -13[20 µM] | -3 | -0.32
CC(C(=O)NCc1ccco1)c1ccc([N+](=O)[O-])cc1 (stereo unspecified) | -7 | -2 | -3 | 0 | -2 | 4 | -9 | -1 | 0.83
Cn1c(=O)cc(SCC(=O)NCc2cccnc2)c2ccccc21 | 14 | 1 | 4 | 1 | -12 | -16 | -29[20 µM] | -18 | -0.035
CCCC(CCC)=NNC(=O)CN(Cc1ccccc1)S(=O)(=O)c1ccccc1 | -17 | -2 | 1 | . | -9 | 5 | -28 | 1 | -0.51
CCN(CC)CCNC(=O)c1cn(CC)c2ccc(S(=O)(=O)N(C)C)cc2c1=O | 13 | -3 | 11[fluorescence artefact?] | 1 | -11 | -23 | -6 | -14 | 0.041
C=CCN(CC=C)CCOc1ccccc1[N+](=O)[O-] | 39 | -2 | 2 | 20 | 13 | 11 | -11 | -2 | 1
O=C(CCCN1C(=O)/C(=C\c2cccs2)SC1=S)Nc1cccc(C(=O)O)c1 | 5 | -10 | 1 | 3 | -3 | 3 | -12 | -1 | -0.55
COc1cccc(CNC(=O)c2cc3ccccn3n2)c1 | 5 | 4 | -5 | 6 | -10 | -9 | -13 | -10 | .
Cc1cc(N2CCOCC2)nc(N2CCOCC2)n1 | -2&-2 | -1 | -1&0 | 5 | -1 | -1&-2 | -25&-21 | -2&13 | -0.45&0.94
Cc1cc2c(ncn2C(C)C)c(N)c1C | . | -5 | . | 2 | 2 | -4 | -11[20 µM] | 0 | 0.42
Cc1ccc(S(=O)(=O)N2CCCC2c2nc3ccccc3s2)cc1 (stereo unspecified) | -4 | -5 | 4 | -7 | 6 | -9 | -19[20 µM] | 4 | .
Cc1noc(C)c1C(=O)OCC(=O)NCCc1ccc(Cl)cc1 | 2 | -3 | 12 | -1 | -6 | -25 | -25 | 5 | -0.76
CC(=O)NS(=O)(=O)c1ccc(N=NN2CCCCC2)cc1 | -12 | -1 | 6[fluorescence artefact?] | 1 | -2 | -18 | 6 | -18 | 0.6
CCN(CC)CCC(c1ccc2c(c1)OCO2)c1c(OC)cc(OC)c2c(-c3ccccc3)cc(=O)oc12 (stereo unspecified) | -4 | -13 | -4 | -6 | -6 | -5 | -18 | -5 | 0.57
O=C(NN1C(=O)c2ccc(-c3ccc4c(c3)C(=O)N(NC(=O)c3cccnc3)C4=O)cc2C1=O)c1cccnc1 | -4 | . | 3 | 1 | 2 | 27 | -6 | 25 | -0.3
CC(C)=CCN1CCN(Cc2cccn2-c2ncccn2)CC1CCO (stereo unspecified) | -13 | -1 | -4 | -2 | -3 | 3 | -8 | 2 | 0.85
COc1ccc2c(CN(C)c3ccccc3)cc(=O)oc2c1 | -15[fluorescence artefact?] | 2 | -5 | 7 | -4 | -11 | -3 | -22 | -0.27
O=C(O)CC(=O)Nc1ccccc1C(=O)O | 7[fluorescence artefact?] | 1 | 3[fluorescence artefact?] | 2 | -12 | 6 | -27[20 µM] | 5 | .

As a working copy, part of the list above.
SMILES | 14-3-3 Bad PPI | Thrombin inh | eIF4E-4G inh | Rad51 HR inh | p47phox inh | EBV gp42 inh | Furin inh | hK5 inh | KCC2 mod
S=C1NC2(CCCCC2)N=C1c1ccccc1 | -11[fluorescence artefact?] | -6 | -4 | -21 | -13 | -18 | -19 | -14 | 4.7*
CC(C)(C)OC(=O)COc1cc(O)c2c(=O)cc(-c3ccccc3)oc2c1 | 34 | -8 | 0 | 7 | -7 | -20 | -7 | -1 | -0.68
O=S1(=O)c2ccccc2N=NN1Cc1cc(Cl)cc(Cl)c1 | -2 | 0 | 1 | 2 | -3 | 3 | -14[20 µM] | -26 | 1.2
NC(=O)NNc1ncc(C(F)(F)F)cc1Cl | -4 | -12 | -6 | 4 | 2 | -3 | -24 | -7 | 1.5
O=C(CSc1nc2c(c(=O)n1-c1ccc(F)cc1)SCC2)N1CCCC1 | -8 | 1 | 8 | 9 | -9 | -18 | -11 | -2 | .
O=C(Nc1c2ccccc2nc2ccccc12)C(Cl)(Cl)Cl | 80*[fluorescence artefact?] | -8 | -4[fluorescence artefact?] | -4 | 17 | 8 | -28[20 µM] | -184 | .
CC1Cc2ccccc2N1C(=O)CSc1nnnn1C (stereo unspecified) | -1 | 4 | -8[fluorescence artefact?] | 5 | -15 | -24 | -13[20 µM] | -3 | -0.32
CC(C(=O)NCc1ccco1)c1ccc([N+](=O)[O-])cc1 (stereo unspecified) | -7 | -2 | -3 | 0 | -2 | 4 | -9 | -1 | 0.83
Cn1c(=O)cc(SCC(=O)NCc2cccnc2)c2ccccc21 | 14 | 1 | 4 | 1 | -12 | -16 | -29[20 µM] | -18 | -0.035
CCCC(CCC)=NNC(=O)CN(Cc1ccccc1)S(=O)(=O)c1ccccc1 | -17 | -2 | 1 | . | -9 | 5 | -28 | 1 | -0.51
CCN(CC)CCNC(=O)c1cn(CC)c2ccc(S(=O)(=O)N(C)C)cc2c1=O | 13 | -3 | 11[fluorescence artefact?] | 1 | -11 | -23 | -6 | -14 | 0.041
C=CCN(CC=C)CCOc1ccccc1[N+](=O)[O-] | 39 | -2 | 2 | 20 | 13 | 11 | -11 | -2 | 1

Source: PubChem
